ASK1 primary = inhibitors of human ASK1 kinase; Q99683; AlphaScreen MKK6 phosphorylation by ASK1, luminescence; inhibition, % at 7.44 µM; hit rate 0.99% among 22,000; AID 1159602; in the data active = inhibition above about 35%;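 also: 0% = median of compound wells and 100% = no enzyme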
Target sequence (Q99683 whole entry, looked up): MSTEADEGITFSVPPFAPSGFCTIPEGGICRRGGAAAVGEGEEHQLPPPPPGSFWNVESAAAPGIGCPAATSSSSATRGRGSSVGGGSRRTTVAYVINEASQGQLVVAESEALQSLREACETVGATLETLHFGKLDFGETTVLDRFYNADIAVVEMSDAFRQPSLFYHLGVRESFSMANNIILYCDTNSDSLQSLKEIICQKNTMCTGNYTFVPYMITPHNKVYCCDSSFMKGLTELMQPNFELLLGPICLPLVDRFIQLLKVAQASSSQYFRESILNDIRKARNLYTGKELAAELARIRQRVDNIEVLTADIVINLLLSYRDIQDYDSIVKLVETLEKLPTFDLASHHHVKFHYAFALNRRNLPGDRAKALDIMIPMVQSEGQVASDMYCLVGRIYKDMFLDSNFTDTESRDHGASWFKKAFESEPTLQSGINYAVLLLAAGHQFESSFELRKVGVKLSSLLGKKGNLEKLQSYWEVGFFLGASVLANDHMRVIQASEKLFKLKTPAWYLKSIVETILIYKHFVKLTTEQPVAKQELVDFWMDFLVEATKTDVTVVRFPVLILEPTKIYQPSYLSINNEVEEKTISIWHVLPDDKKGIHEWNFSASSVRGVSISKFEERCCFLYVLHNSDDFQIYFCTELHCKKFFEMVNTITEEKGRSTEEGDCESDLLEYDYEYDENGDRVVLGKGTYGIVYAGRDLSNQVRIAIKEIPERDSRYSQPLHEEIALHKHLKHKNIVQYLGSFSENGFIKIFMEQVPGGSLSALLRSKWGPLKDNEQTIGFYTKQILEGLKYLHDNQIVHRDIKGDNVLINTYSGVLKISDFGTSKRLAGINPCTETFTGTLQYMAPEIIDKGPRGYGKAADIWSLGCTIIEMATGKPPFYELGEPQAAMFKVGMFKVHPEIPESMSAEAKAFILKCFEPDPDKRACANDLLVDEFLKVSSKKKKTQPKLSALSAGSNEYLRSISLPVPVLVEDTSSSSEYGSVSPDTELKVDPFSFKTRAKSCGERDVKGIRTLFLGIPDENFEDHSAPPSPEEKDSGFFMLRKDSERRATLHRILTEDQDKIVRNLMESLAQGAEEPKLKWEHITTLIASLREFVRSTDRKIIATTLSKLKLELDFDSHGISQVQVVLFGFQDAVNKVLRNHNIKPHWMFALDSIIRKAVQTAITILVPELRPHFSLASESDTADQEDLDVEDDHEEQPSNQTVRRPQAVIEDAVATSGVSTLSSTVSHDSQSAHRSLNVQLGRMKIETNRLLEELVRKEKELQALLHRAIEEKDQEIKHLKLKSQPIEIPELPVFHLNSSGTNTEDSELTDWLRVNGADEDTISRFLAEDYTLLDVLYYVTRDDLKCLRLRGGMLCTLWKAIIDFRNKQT
ULK1 primary = inhibitors of human ULK1 kinase | O75385 | AlphaScreen Atg13 phosphorylation by ULK1, luminescence | inhibition, % at 5.96 µM | hit rate 1.9% among 30,000 | AID 1259251; in the data active = inhibition above about 43%;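 also: 0% = median of compound wells and 100% = no enzyme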
* marks the source's active call; other numbers are inactive results; . = no result given; & = joins results of further samples.

SMILES	ASK1 primary	ULK1 primary
O=C(Nc1cnn(-c2cccc(C(=O)NC3CCN(C4CC4)CC3)c2)c1)Nc1ccccc1Cl	-3	-2
Oc1ccc(CCNc2ccnc(N3CCN(c4ccccn4)CC3)n2)cc1	-5	-10
C=CCN1CCN(c2c(Cl)cccc2NC(=O)c2cccc(Br)c2)CC1	6	-11
CC(=O)c1cccc(-c2cc(C(=O)NC3CC3)ccn2)c1	12	-16
Cc1cccc(CC(=O)Nc2cnn(-c3cccc(C(=O)Nc4ccc(C(C)C)cc4)c3)c2)c1	1	-11
O=C(NC1CCN(Cc2ccccc2)CC1)c1ccnc(Nc2ccc(N3CCOCC3)cc2)c1	7	4
O=C(NC1CCN(Cc2ccccc2)CC1)c1cccc(Nc2cccnc2)c1	-15	-3
COc1ccc(CCNc2nc(Nc3ccncn3)nc3nc[nH]c23)cc1	5	-4
Cn1c(=O)c2[nH]c(SCC(=O)Nc3ccccc3[N+](=O)[O-])nc2n(C)c1=O	.	-3
Cc1nc(Nc2ccc(Oc3ccccc3)cc2)cc(-c2ccncc2)n1	.	-52
CCCNC(=O)Cc1cn(-c2ccc(N3CCCC3CO)nn2)c2ccccc12 (centres undefined)	-2	4
COc1cc(NC(=O)c2ccc3nc(-c4ccc(N5CCN(C)CC5)cc4)sc3c2)cc(OC)c1OC	5	-10
c1ccc(NCc2ccccn2)cc1	.	-14
CC(=O)Nc1ccc(Nc2nc(Nc3ccncn3)nc3c2ncn3Cc2ccc(C(F)(F)F)cc2)cc1	10	21
O=C(Nc1ccccc1)c1cccc(-c2ccccc2)n1	-50	-8
O=C(Nc1ccc(N2CCOCC2)cc1)c1csc(N2CCN(c3ccccn3)CC2)n1	23	22
O=C(NCCO)c1cccc(-c2cccs2)n1	18	-13
Oc1ccc(-c2cncc(-c3cccc(Nc4ccccc4)c3)c2)cc1	11	-31
CCN(CC)c1nc(NCc2cccc(C(F)(F)F)c2)nc(Nc2ccncn2)n1	-7	0
Nc1nc(NCCN2CCOCC2)cc(N2CCC(N3CCOCC3)CC2)n1	-1	4
Cc1c(N2C(=O)/C(=C\C3CC=CCC3)SC2=S)c(=O)n(-c2ccccc2)n1C (centres undefined)	.	-2
CCN(CC)c1cc(C)nc(Nc2ccc(NC(=O)C(C)C)cc2)n1	.	-13
CNC(=O)c1ccccc1Nc1cc(NC(=O)Cc2ccccc2)ncc1C(F)(F)F	-9	58*
Cc1ccc(NC(=O)C2CCCCN2S(=O)(=O)c2cccs2)cc1 (centres undefined)	.	7
O=C1CCCN1CCCNc1ccnc(Nc2ccncn2)n1	-1	17

(continued)
SMILES	ASK1 primary	ULK1 primary
COc1ccc(-c2nc(NC3CC3)c3ncn(C(C)C)c3n2)cn1	10	12
COC(=O)CSc1nc2ccc(NC(C)=O)cc2s1	.	-1
COc1ccc2c(c1)CC(C(=O)Nc1ccc(-c3cn[nH]c3)cc1-c1nn[nH]n1)CO2 (centres undefined)	7	-16
Cc1nc(Nc2ccncc2)cc(-c2ccccc2F)n1	.	-3
OCCNc1ccnc(Nc2nccc3ccccc23)n1	-23	-5
COC(CNc1ncc(-c2ccccc2)cn1)OC	.	-15
CCN(CC)CCOC(=O)C(c1ccccc1)C1CCCCC1 (centres undefined)	.	18
CC(C)n1cnc2c(Nc3ccc4c(c3)OCO4)nc(Nc3ccc(C(F)(F)F)cc3)nc21	16	-8
Cc1ccc(S(=O)(=O)n2ccn(CC(=O)Nc3ccc(C)c(Cl)c3)c2=O)cc1	.	-2
CN(C)c1cccc(Nc2ncc(C(=O)NCc3ccccc3)s2)c1	11	6
CC#C[C@]1(O)CC[C@H]2[C@@H]3CCC4=CC(=O)CCC4=C3[C@@H](c3ccc(N(C)C)cc3)C[C@@]21C	.	-3
CCCNc1nc(N2CCOCC2)nc2c1ncn2-c1ccsc1	-43	-15
O=C(NCc1ccccc1)c1cccc(NCc2ccc3c(c2)OCO3)n1	-4	-12
Nc1nccc(-c2ccc3nc(C4COc5ccc(C(=O)NC6CCCC6)cc5C4)[nH]c3c2)n1 (centres undefined)	-7	-112
Cn1ccc2cc(-c3cc(C(=O)Nc4ccc(N5CCOCC5)cc4)ccn3)ccc21	20	12
Cc1n[nH]c(C)c1-c1ccc2nc(C(C)C)[nH]c(=O)c2c1	6	60*
CC(C)n1c(-c2csc3ccccc23)nc2c(N)ncnc21	4	-14
Cc1nc(C)n(-c2ccc(Nc3cc(-c4nn(-c5cccnc5)cc4-c4ccccc4)ccn3)cc2)n1	3	-29
O=C1CCCN1CCn1cnc2c(NCCOc3ccccc3)nc(Nc3cnccn3)nc21	11	15
O=C(Nc1ccc2c(c1)OCO2)c1cnc(N2CCCC2CO)s1 (centres undefined)	9	7
COc1cc(NC(=O)c2cc(N3CCCC3CO)nc3ccccc23)cc(OC)c1OC (centres undefined)	6	7
N[C@H]1CCC[C@@H](C(=O)Nc2ccc3cnccc3c2)C1	6	66*
CCc1nnc(-c2cc3ccccc3n2CC(=O)Nc2cccc(Cl)c2)o1	.	-19
COc1cc(NC(=O)c2cncc(-c3cccc(N)c3)c2)cc(OC)c1OC	4	-13
Cn1nccc1Nc1ncc(C(=O)NCCOc2ccccc2)s1	6	-22

Additional compounds follow:
SMILES	ASK1 primary	ULK1 primary
CCCNc1nc(N2CCOCC2)nc2c1ncn2C1CCCCC1	3	-1
CC(=O)c1cccc(-c2nc(NCCc3ccc(O)cc3)c3ncn(-c4ccsc4)c3n2)c1	3	-43
Cc1ncn(-c2ccc(Nc3ncc4cccc(-c5ccc6scnc6c5)c4n3)cc2)n1	7	-9
O=C(NNS(=O)(=O)c1ccc(F)cc1)c1cccnc1	.	-6
CCN(CC)C(=O)C1CCCN(c2nc(Nc3ccc(N4CCOCC4)cc3)c3ncn(-c4ccccc4)c3n2)C1 (centres undefined)	12	-14
CCOCCOc1ccccc1C(N)=O	.	8
O=C(Nc1ccc(N2CCOCC2)cc1)c1ccnc(N2CCN(c3ccccn3)CC2)c1	-18	8
NC(=O)c1ccc(-c2cccc(C(=O)NCCc3ccc(O)cc3)c2)cc1	-14	-26
c1ccc(-c2nc3ccc(Nc4nccc(-c5cncc(N6CCOCC6)c5)n4)cc3o2)cc1	12	-3
O=C1CCCN1CCCNc1nc(Nc2ccncn2)nc2c1ncn2Cc1ccc(C(F)(F)F)cc1	-11	5
COc1cc(Nc2nc(Nc3cccnc3)nc3nc[nH]c23)cc(OC)c1OC	-3	23
COc1ccc(CC(=O)Nc2ncc3ccc(-c4cn[nH]c4)cc3c2Cl)cc1	1	83*
Cn1c(Nc2nc(C(=O)NCc3ccccc3)cs2)nc2ccccc21	-11	6
O=C1CCCN1CCCNc1nccc(Nc2ccc(Oc3ccccc3)cc2)n1	1	-5
COc1cc(Nc2nc(NCCO)c3ncn(C4CCCCC4)c3n2)cc(OC)c1OC	4	-10
Cc1ccc(-c2ncn(-c3ccc(Nc4nccc(-c5ccnc(-c6c(C)n[nH]c6C)c5)n4)cc3)n2)cn1	8	-12
COc1ccc(C(=O)NCCCN(C)C)c(OC)c1	.	4
CC(C)(C)c1ccc(C(=O)N2CC(=O)Nc3cc(S(C)(=O)=O)ccc32)cc1	.	6
FC(F)(F)c1ccc(Cn2cnc3c(NC4CCN(Cc5ccccc5)CC4)nc(N4CCOCC4)nc32)cc1	1	-33
CN(C)C1CCN(c2cc(-c3cn[nH]c3)ccc2NC(=O)[C@@](C)(O)c2ccc(Br)cc2)CC1	-16	-13
O=C(N[C@H]1CC[C@H](C(=O)Nc2ccc3[nH]ncc3c2)C1)C(O)c1ccc(Cl)cc1 (some centres undefined)	-5&2	5&9
Oc1ccc(CCNc2nc(-c3ccccc3)nc3c2ncn3Cc2ccc(C(F)(F)F)cc2)cc1	8	-46
Nc1cccc(-c2nc(NCCOc3ccccc3)c3ncn(C4CCCCC4)c3n2)c1	8	-7
C[C@H](NC(=O)OC(C)(C)C)C(=O)N1CCC(C(=O)Nc2ccc3[nH]ncc3c2)C1 (some centres undefined)	5	1
FC(F)(F)c1ccc(Cn2cnc3c(NCCOc4ccccc4)nc(NCc4ccc5c(c4)OCO5)nc32)cc1	6	-8

(cont.)
SMILES	ASK1 primary	ULK1 primary
Cc1ccc(O)c2ncccc12	.	3
CCOC(=O)CSc1nnc2n1CCN2c1ccccc1	.	7
CC(C)(CO)NC(=O)c1cccc(-n2ncc3cc(Nc4ccccc4Cl)ccc32)c1	-14	-31
Nc1nccc(-c2ccc3nc(C4COc5ccc(C(=O)Cc6ccccc6)cc5C4)[nH]c3c2)n1 (centres undefined)	20	-7
CCNC(=O)C1CCCN1C(=O)C(CCCN=C(N)N)NC(=O)C(CC(C)C)NC(=O)C(Cc1cn(Cc2ccccc2)cn1)NC(=O)C(Cc1ccc(O)cc1)NC(=O)C(CO)NC(=O)C(Cc1c[nH]c2ccccc12)NC(=O)C(Cc1cnc[nH]1)NC(=O)C1CCC(=O)N1 (centres undefined)	.	6
COc1cc(Nc2nc(NCCN3CCOCC3)nc3c2ncn3C(C)C)cc(OC)c1OC	-12	8
CC1(C(=O)Nc2ccc(-c3cn[nH]c3)cc2)COc2ccccc2O1 (centres undefined)	-8	-7
O=C1CCCN1CCn1cnc2c(NCCN3CCOCC3)nc(Nc3nccc4ccccc34)nc21	-1	-22
CCCNc1nc(Nc2ccccn2)ncc1C	16	-1
C#C[C@]1(O)CC[C@H]2[C@@H]3[C@H](C)CC4=C(CCC(=O)C4)[C@H]3CCC21C (some centres undefined)	.	5
CC(C)N(CCNc1ncnc2nc(Nc3ccc(-n4ccnc4)cc3)[nH]c12)C(C)C	13	10
Nc1nc(NCCCN2CCCC2=O)cc(Nc2ccncn2)n1	-12	9
COc1ccc(-c2cc(NCCO)nc(N)n2)cn1	-18	0
NC(=O)C(=O)NCc1ccc2c(c1)OCO2	.	0
COc1cc(C(=O)N2CCCCCCC2)cc(OC)c1OC	.	0
O=C(O)/C=C/c1ccccc1	.	-7
CCN(CC)c1nc(NCCN(C(C)C)C(C)C)nc(Nc2nccc3ccccc23)n1	-18	3
N[C@H](Cc1ccc(Br)cc1)C(=O)N1CCC(c2nc(-c3ccncc3)no2)C1 (some centres undefined)	1	1
Cc1cc(NCc2cccnc2)nc(N2CCCC2CO)n1 (centres undefined)	-9	-1
CC(C)N(CCNc1cc(-c2ccc3c(ccn3C)c2)nc(N)n1)C(C)C	25	-7
Cn1c(Nc2nc(NCCO)c3[nH]cnc3n2)nc2ccccc21	-1	20
O=C(NC1CCN(Cc2ccccc2)CC1)C1CCN(c2ccc(Nc3ccc(-n4ccnc4)cc3)nn2)CC1	-17	-8
c1ccc(Nc2nc(-c3ccccc3)nc3c2ncn3-c2ccsc2)cc1	-4	-3
CC(=O)Nc1ccc(NC(=O)C2CCN(c3ccc(Nc4ccc(N5CCOCC5)cc4)nn3)CC2)cc1	1	9
COc1cc(Nc2nc(Nc3ccc(NC(C)=O)cc3)c3ncn(C(C)C)c3n2)cc(OC)c1OC	12	10

Going on with the list.
SMILES	ASK1 primary	ULK1 primary
FC(F)(F)c1ccc(Cn2cnc3c(NC4CC4)nc(-c4ccccc4)nc32)cc1	-10	-34
FC(F)(F)c1cccc(CNc2ncnc3nc(N4CCN(c5ccccn5)CC4)[nH]c23)c1	17	-12
COc1ccc(Nc2nc(C)cc(NCc3cccc(C(F)(F)F)c3)n2)cn1	-22	-13
COc1cc(NC(=O)c2cccc(N3CCN(c4ccccn4)CC3)n2)cc(OC)c1OC	1	-11
CCN1CCN(c2c(Cl)cccc2NC(=O)c2ccc(Br)o2)CC1	-6	1
C[C@H]1CC2C([C@@H](O)C[C@@]3(C)C2CC[C@]3(O)C(=O)COC(=O)CCC(=O)O)[C@@]2(C)C=CC(=O)C=C12 (some centres undefined)	.	8
CC(=O)Nc1ccc(NC(=O)c2ccc3nc(Nc4ccccn4)sc3c2)cc1	-11	-6

Entries from the list above containing an NH in an aromatic ring:
SMILES	ASK1 primary	ULK1 primary
COc1ccc(CCNc2nc(Nc3ccncn3)nc3nc[nH]c23)cc1	5	-4
Cn1c(=O)c2[nH]c(SCC(=O)Nc3ccccc3[N+](=O)[O-])nc2n(C)c1=O	.	-3
COc1ccc2c(c1)CC(C(=O)Nc1ccc(-c3cn[nH]c3)cc1-c1nn[nH]n1)CO2 (centres undefined)	7	-16
Nc1nccc(-c2ccc3nc(C4COc5ccc(C(=O)NC6CCCC6)cc5C4)[nH]c3c2)n1 (centres undefined)	-7	-112
Cc1n[nH]c(C)c1-c1ccc2nc(C(C)C)[nH]c(=O)c2c1	6	60*
COc1cc(Nc2nc(Nc3cccnc3)nc3nc[nH]c23)cc(OC)c1OC	-3	23
COc1ccc(CC(=O)Nc2ncc3ccc(-c4cn[nH]c4)cc3c2Cl)cc1	1	83*
Cc1ccc(-c2ncn(-c3ccc(Nc4nccc(-c5ccnc(-c6c(C)n[nH]c6C)c5)n4)cc3)n2)cn1	8	-12
CN(C)C1CCN(c2cc(-c3cn[nH]c3)ccc2NC(=O)[C@@](C)(O)c2ccc(Br)cc2)CC1	-16	-13
O=C(N[C@H]1CC[C@H](C(=O)Nc2ccc3[nH]ncc3c2)C1)C(O)c1ccc(Cl)cc1 (some centres undefined)	-5&2	5&9
C[C@H](NC(=O)OC(C)(C)C)C(=O)N1CCC(C(=O)Nc2ccc3[nH]ncc3c2)C1 (some centres undefined)	5	1
Nc1nccc(-c2ccc3nc(C4COc5ccc(C(=O)Cc6ccccc6)cc5C4)[nH]c3c2)n1 (centres undefined)	20	-7
CCNC(=O)C1CCCN1C(=O)C(CCCN=C(N)N)NC(=O)C(CC(C)C)NC(=O)C(Cc1cn(Cc2ccccc2)cn1)NC(=O)C(Cc1ccc(O)cc1)NC(=O)C(CO)NC(=O)C(Cc1c[nH]c2ccccc12)NC(=O)C(Cc1cnc[nH]1)NC(=O)C1CCC(=O)N1 (centres undefined)	.	6
CC1(C(=O)Nc2ccc(-c3cn[nH]c3)cc2)COc2ccccc2O1 (centres undefined)	-8	-7
CC(C)N(CCNc1ncnc2nc(Nc3ccc(-n4ccnc4)cc3)[nH]c12)C(C)C	13	10
Cn1c(Nc2nc(NCCO)c3[nH]cnc3n2)nc2ccccc21	-1	20
FC(F)(F)c1cccc(CNc2ncnc3nc(N4CCN(c5ccccn5)CC4)[nH]c23)c1	17	-12

Compound activity (PubChem)
